GBA enhancer – enhancers of human beta-glucosidase activity in Gaucher fibroblasts. P04062. L444P Gaucher fibroblasts, 4-MU-glucoside fluorescence, 3 days. activation, % at 10 µM. 30,000 compounds, 0.44% hits. AID 784; in the data active = activation above about 65%;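 also: 0% = vehicle wells and 100% = positive control wells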
Target sequence (P04062 whole entry L483P): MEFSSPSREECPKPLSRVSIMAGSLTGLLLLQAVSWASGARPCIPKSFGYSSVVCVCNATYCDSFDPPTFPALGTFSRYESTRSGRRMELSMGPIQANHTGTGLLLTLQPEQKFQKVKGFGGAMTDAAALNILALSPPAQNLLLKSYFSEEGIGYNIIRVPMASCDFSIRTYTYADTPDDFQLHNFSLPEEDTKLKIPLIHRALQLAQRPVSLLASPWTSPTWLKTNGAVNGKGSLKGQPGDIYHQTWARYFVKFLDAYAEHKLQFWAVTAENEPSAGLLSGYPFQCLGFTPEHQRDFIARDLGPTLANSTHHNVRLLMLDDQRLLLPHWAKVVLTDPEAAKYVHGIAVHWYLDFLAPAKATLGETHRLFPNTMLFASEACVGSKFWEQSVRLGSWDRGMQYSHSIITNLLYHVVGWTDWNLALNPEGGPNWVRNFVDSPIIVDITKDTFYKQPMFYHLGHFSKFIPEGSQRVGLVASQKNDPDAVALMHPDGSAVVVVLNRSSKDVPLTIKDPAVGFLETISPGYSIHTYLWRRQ
* hit, by the source's call. Only part of the results is shown, so the mix of outcomes need not match the whole.

SMILES | GBA enhancer
CC1=C(C(=O)Nc2ccccn2)C(c2ccccc2)n2ncnc2N1 (stereo unspecified) | -10
COc1cc(C(=O)COC(=O)Cc2cnc3sccn23)cc(OC)c1OC | -15
O=S1(=O)C=C(Oc2ccc(F)cc2)c2ccccc21 | -5
Cc1noc(C)c1COC(=O)c1cc2c(C)nn(-c3ccc(F)cc3)c2s1 | -24
CCOC(=O)c1cnc(-n2nc(C)cc2C)nc1NC | 5
CC(C)NC(=O)COC(=O)c1ccc(O)cc1 | 3
CC(C)C(NS(=O)(=O)c1ccc2c(c1)OCCO2)C(=O)NCCc1ccccn1 (stereo unspecified) | -30
Cn1nnc2cc(NC(=O)NCc3ccc4c(c3)OCO4)ccc21 | -23
O=C(CCN1C(=O)c2cccnc2C1=O)NC1CCCCCC1 | -17
O=C(Cn1nc(-c2ccccc2)ccc1=O)NCCN1CCN(Cc2ccccc2)CC1 | -11
CS(=O)(=O)N1CCN(c2ccccc2NC(=O)c2cccnc2)CC1 | 5
Cc1oc(-c2ccc(Cl)cc2)cc1-c1nn2c(-c3ccoc3C)nnc2s1 | -1
CCCn1cc(NC(=O)C2CC(c3cccc(Br)c3)=NO2)cn1 (stereo unspecified) | -8
CCCC(=O)NC1=C(C#N)C2(CCCC2)Cc2ccccc21 | -3
Cn1nc(C(=O)NC2CCCCCC2)ccc1=O | -34
Cc1nc2c(sc3nc4c(cc32)COC(C)(C)C4)c(=O)n1CC(=O)NCc1ccco1 | -37
COc1ccc(C(=O)N2CCN(C3CCCCC3)CC2)c(OC)c1 | 7
CNC(=O)c1nnn(Cc2ccccc2)c1NC(=O)C(F)(F)F | 7
Cc1ccc(Cn2nnnc2CN2CCC(O)(c3ccccc3F)CC2)cc1 | 1
Cc1c(NC(=O)CCC(=O)N2CCCCC2)c(=O)n(-c2ccccc2)n1C | -23
Cc1noc(C)c1C(=O)N1CCN(C(=O)c2sc3cc(Cl)ccc3c2Cl)CC1 | 9
CN(C)/C=N/c1cnc(C(=O)c2ccc(Cl)cc2)n1C | -14
O=c1cc(NCc2ccco2)c2ccccc2o1 | -5
CC1=NS(=O)(=O)c2cc(Cl)ccc2N1 | -39
CCOC(=O)Cc1csc(NC(=O)c2csc3c2CCCC3)n1 | 5
CCN(CC)CCCN1C(=O)CSC1c1ccc2c(c1)OCO2 (stereo unspecified) | -7
NC(=O)C(F)(F)C12OC3C4C5CC(C6C5C3C61)C42 (stereo unspecified) | -3
CCN1CC=C2C(C#N)=C(N)C(C#N)(C#N)C(c3cc(Cl)ccc3Cl)C2C1 (stereo unspecified) | -12
CCCCC(=O)Nc1ccc(F)c(Cl)c1 | -10
CSc1ccccc1NC(=O)Cn1c(-c2cscn2)nc2ccccc21 | -22
CSc1ccc(CNc2ccccn2)cc1 | 13
CCn1c(C(=O)NCCCc2ccccc2)cc2sccc21 | -2
COc1ccc(C2C(C#N)=C(N)Oc3n[nH]c(C)c32)cc1Cn1nnc2ccccc21 (stereo unspecified) | 8
CCC(=NCc1ccccc1)C1=C(O)C(C(=O)OC)C(C)(C)CC1=O (stereo unspecified) | -29
Nc1nc(CSc2nnnn2-c2ccc(F)c(Cl)c2)nc(N2CCOCC2)n1 | -11
COCc1nnc(NC(=O)c2ccc(NC(=O)C(C)C)cc2)s1 | -7
O=C(Nc1ccc(C2CCCCC2)cc1)C1CCN(c2ncccn2)CC1 | -35
O=c1[nH]c2ccccc2nc1NCCN1CCOCC1 | -4
COC(=O)CSc1cc(C)nc(NC(C)=O)n1 | -21
O=S(=O)(c1ccc(C2CCCCC2)cc1)N1CCN(c2ncccn2)CC1 | -16
COc1ccc(C)cc1-n1nnnc1SCc1csc(C)n1 | -16
Cc1c(C(=O)Nn2cnnc2)oc2ccccc12 | -3
COc1ccc2c(=O)c(C(=O)NCCc3ccc(OC)c(OC)c3)c[nH]c2c1 | -9
Cc1ccc(Cl)cc1NC(=O)C1CCCN(S(=O)(=O)c2c(C)noc2C)C1 (stereo unspecified) | 39
COc1ccc2oc(=O)c(NC(=O)C3CCCCC3)cc2c1 | 36
CC(C)Cc1ccc(/C(=N/O)C(=O)O)s1 | 5
CCc1nnc(NC(=O)c2ccc(S(=O)(=O)N3CCCCCC3)cc2)s1 | -11
CCOc1ccccc1-c1nc(C(N)=O)c2[nH]c(=O)n(-c3ccccc3)c2n1 | -29
CCCCn1c(=O)n(Cc2cccc(F)c2)c(=O)c2c1ncn2Cc1ccco1 | -3
O=C(Nc1ccc2c(c1)OCCO2)NC1CCCCC1 | 8
CN1CC(=O)N(CCOc2ccccc2)C1=O | -6
C#CCSc1nc(-c2cccs2)ccc1C#N | -3
COc1ccc(S(=O)(=O)N2CC(O)CC2C(=O)OCC(=O)Nc2ccc(Cl)cn2)cc1 (stereo unspecified) | -5
CCC(C)(C)n1nnnc1C(c1ccc(C)cc1)N1CCCC1 (stereo unspecified) | -24
COc1cc(C2C(C#N)=C(C)NC3=C2C(=O)CC(C)(C)C3)cc(OC)c1O (stereo unspecified) | -2
Cc1cc(C(=O)N2CCN(c3ccccc3)CC2)no1 | -10
Cc1ccc2c(c1)CCCN2C(=O)c1c(C)noc1C | -15
COc1ccc(CSc2nc(N3CCOCC3)c3c(c2C#N)CC(C)(C)OC3)cc1 | -37
CC(=O)Nc1nc2ccccc2n1CCOc1ccccc1 | -41
O=C(NCc1ccco1)C(c1cccs1)N(C(=O)Cc1cccs1)c1ccccc1 (stereo unspecified) | 8

New compounds follow
SMILES | GBA enhancer
Cc1cccc(-c2cc3nc4c(c(N5CCC6(CC5)OCCO6)n3n2)CCCC4)c1 | -26
CCN(CC)CCCNC(=O)C1c2ccccc2C(=O)N1Cc1ccc(C)cc1 (stereo unspecified) | -9
Cc1nc2ccccn2c1P(=O)(N1CCCCC1)N1CCCCC1 | 20
COc1ccc(OC)c(C2C(C(=O)O)c3ccccc3C(=O)N2C)c1 (stereo unspecified) | -13
c1ccc2c(c1)nnn2Cc1nnc2sc(-c3ccncc3)nn12 | -6
Cc1ccc(C)c(NC(=O)CSc2nnc(-c3ccccc3)n2N)c1 | -40
COc1cccc(Cn2c(-c3nonc3N)nc3ccccc32)c1 | -57
Cc1noc(C)c1C(=O)Nc1c(F)cc(F)cc1Br | -1
CCS(=O)(=O)N1CCCC(C(=O)NC2CCC(C)CC2)C1 (stereo unspecified) | 19
Cc1cccc(-c2nsc(SCC(=O)N3CCCC3)n2)c1 | -19
Cc1ccc(C)c(Cn2c(=O)n(CCC(=O)NCc3ccco3)c(=O)c3sccc32)c1 | -15
COc1ccc(Cn2c(=O)sc3ccccc32)cc1OC | -6
O=C(NCC1CCCO1)c1cc2n(n1)C(C(F)(F)F)CC(c1ccc(Br)cc1)N2 (stereo unspecified) | -24
CC(=O)Nc1ccc(C(=O)OCC(=O)NC(=O)NC2CCCCC2)cc1 | -13
Fc1ccc(-c2cc(C(F)(F)F)nc(N3CCCCC3)n2)cc1 | -44
Cc1cccn2c(=O)c3cc(C(=O)N4CCc5ccccc54)n(C)c3nc12 | -38
CCOC(=O)C1CCN(C(=O)CCCN2C(=O)c3ccccc3C2=O)CC1 | 4
c1coc(-c2nnc3n2C2(CCCC2)Cc2ccccc2-3)c1 | -11
CC1=C(C)CS(=O)N(S(=O)(=O)c2ccc(Cl)cc2)C1 (stereo unspecified) | 2
CCOC(=O)c1[nH]c(C)c(C(=O)NCCC2=CCCCC2)c1C | -13
Cn1c(C(O)c2ccc(Cl)cc2)nc(Cl)c1Cl (stereo unspecified) | -37
COc1cc(OC)cc(C(=O)N(CN2CCCC2=O)c2ccccc2OC)c1 | 10
COc1cccc(C=Nc2cc(C)on2)c1O | -14
O=C(NCCCN1CCN(c2ccc(F)cc2)CC1)c1cccc(N2CCCC2=O)c1 | 2
CC(C)Oc1ccc(C2/C(=C(/O)c3ccc(F)cc3)C(=O)C(=O)N2CCCN(C)C)cc1 (stereo unspecified) | -8
CCNC(=O)CC1C(=O)N(c2ccccc2)C(=O)N1CCc1ccc(OC)cc1 (stereo unspecified) | 5
O=C1CCCC2=C1C(c1ccncc1)c1c(nc(SCc3ccccc3)[nH]c1=O)N2 (stereo unspecified) | -46
COC(=O)n1c(=S)oc2cc(Cl)ccc21 | -4
N#CCCN(C(=O)Nc1ccccc1)c1ccccc1 | -3
CCOC(=O)c1ccc(NC(=O)CC2SCCNC2=O)cc1 (stereo unspecified) | -4
CN1CCN(S(=O)(=O)c2ccc(NC(=O)C3CCCCC3)cc2)CC1 | -13
Cc1ccc(S(=O)(=O)Cn2nnnc2CN2CCOCC2)cc1 | -11
COCCn1c(SCC(=O)c2ccc(F)cc2)nnc1C(C)C | -37
OC(CCN1CCCCC1)(c1ccccc1)c1ccccc1 | -30
Cc1csc(NC(=O)c2ccccc2C(=O)O)n1 | 1
Cc1ccc(NC2=NC(c3ccccc3)n3c(nc(C)cc3=O)N2)cc1 (stereo unspecified) | -14
CCOc1ccc(NC(=O)N(CCN2CCOCC2)Cc2ccc3c(c2)CCCN3CC)cc1 | -47
COCCn1c(SCC(=O)Nc2nc(C)c(Cl)cc2Cl)nc2ccccc21 | -4
Cc1ccc(N(CC(=O)NCc2ccc3c(c2)OCO3)S(C)(=O)=O)cc1 | -11
CCc1nc(N2CCCCC2)c2oc3ccccc3c2n1 | -15
COCCOC(=O)c1[nH]c2c(c1C)C(=O)C(C(=O)OC)C(C)C2 (stereo unspecified) | -3
COc1ccc(CCn2nnnc2C(c2ccccc2)N2CCN(C)CC2)cc1OC (stereo unspecified) | -2
COc1ccc(C2(C(=O)Nc3c(C)n(C)n(-c4ccccc4)c3=O)CCCC2)cc1OC | 1
Cc1nnc(SCC(=O)Nc2ccc3c4c(cccc24)CC3)n1C | -12
Cc1cc(C(=O)N2CCN(Cc3ccc4c(c3)OCO4)CC2)cs1 | -7
Cc1n[nH]c(C)c1C(=O)CC1(O)C(=O)N(CCc2ccccc2)c2ccc(Cl)cc21 (stereo unspecified) | 23
CS(=O)(=O)N(CC(=O)NC1CCCC1)c1cccc(F)c1 | -34
O=C(CSc1nnc(-c2ccc(S(=O)(=O)N3CCCC3)cc2)o1)NCc1ccco1 | 4
CC1Cc2ccccc2N1C(=O)CSc1nnnn1-c1ccc2c(c1)OCCO2 (stereo unspecified) | 16
N#Cc1nc(Cc2ccccc2)oc1NCCCn1ccnc1 | -6
CCOC(=O)c1ccc(NC(=O)C2C3CCC(C3)C2C(=O)O)cc1 (stereo unspecified) | -5
Cc1nc(COC(=O)c2ccc(S(=O)(=O)N3CCCC3)cc2)cs1 | -7
CCOC(=O)c1ccc(NC(=O)N(CC)CC)cc1 | -10
Clc1ccc(-n2ncc3c(NCc4ccc5c(c4)OCO5)ncnc32)cc1 | -18
CCOC(=O)c1c(C)n(C)c2ccc(OC)c(NC(=O)CN3CCN(C(=O)c4ccco4)CC3)c12 | -7
O=c1c2c(nc3cc(-c4ccccc4)[nH]n13)CCC2 | 13
O=C1OC(N2CCN(C(=O)c3ccco3)CC2)c2ccccc21 (stereo unspecified) | 15
CC1Cn2c(CCc3ccccc3)nnc2S1 (stereo unspecified) | 0
Cc1ccc2c(N)c(C)ccc2c1 | -40
CCOC(=O)C1CCCN(CCC(=O)Nc2ccc3c(c2)CCC3)C1 (stereo unspecified) | -16

Other compounds follow:
SMILES | GBA enhancer
COc1ccc(CC(=O)c2ccccc2C(=O)O)cc1 | 6
Cn1cc(Cl)c(C(=O)N2CCN(c3ncccn3)CC2)n1 | -42
CC1CCC(C(C)C)C(OC(=O)COC(=O)c2cccn2C)C1 (stereo unspecified) | 16
COc1ccc(CCNC(=O)C2CC(=O)N(C3CCCC3)C2)cc1OC (stereo unspecified) | -28
Cn1c(=O)cc(SCC(=O)N2CCCC2)c2cc(Cl)ccc21 | -58
CC(C)C(NC(=O)OCc1ccccc1)C(=O)OCC(=O)N1C(C)CCCC1C (stereo unspecified) | -1
COc1c(Cl)ccc(Cl)c1C(=O)OCC(=O)O | 34
CCCCC(CC)C(=O)NCc1ccccc1OC (stereo unspecified) | 47
O=C(CCn1c(=O)sc2ccccc21)NCc1ccc2c(c1)OCO2 | 0
CCOC(=O)c1oc2ccc(Br)cc2c1NC(=O)CN1CCN(C)CC1 | -13
Cc1ccc(C2(C)NC(=O)N(Cc3c(C)noc3C)C2=O)cc1 (stereo unspecified) | 2
C/C(=C\c1cc(C(=O)O)c(C)o1)CO | -16
O=C(NCCCN1CCOCC1)c1ccc(CS(=O)(=O)Cc2ccc(Cl)cc2)o1 | -10
CN(C)C(=O)Cn1cnc2c(cnn2-c2ccccc2Cl)c1=O | -18

In the list so far, these have a CF3 group.
SMILES | GBA enhancer
CNC(=O)c1nnn(Cc2ccccc2)c1NC(=O)C(F)(F)F | 7
O=C(NCC1CCCO1)c1cc2n(n1)C(C(F)(F)F)CC(c1ccc(Br)cc1)N2 (stereo unspecified) | -24
Fc1ccc(-c2cc(C(F)(F)F)nc(N3CCCCC3)n2)cc1 | -44

By substructure, the entries above with an aryl thioether with sulfur outside any ring (16)
SMILES | GBA enhancer
CSc1ccccc1NC(=O)Cn1c(-c2cscn2)nc2ccccc21 | -22
CSc1ccc(CNc2ccccn2)cc1 | 13
Nc1nc(CSc2nnnn2-c2ccc(F)c(Cl)c2)nc(N2CCOCC2)n1 | -11
COC(=O)CSc1cc(C)nc(NC(C)=O)n1 | -21
COc1ccc(C)cc1-n1nnnc1SCc1csc(C)n1 | -16
C#CCSc1nc(-c2cccs2)ccc1C#N | -3
COc1ccc(CSc2nc(N3CCOCC3)c3c(c2C#N)CC(C)(C)OC3)cc1 | -37
Cc1ccc(C)c(NC(=O)CSc2nnc(-c3ccccc3)n2N)c1 | -40
Cc1cccc(-c2nsc(SCC(=O)N3CCCC3)n2)c1 | -19
O=C1CCCC2=C1C(c1ccncc1)c1c(nc(SCc3ccccc3)[nH]c1=O)N2 (stereo unspecified) | -46
COCCn1c(SCC(=O)c2ccc(F)cc2)nnc1C(C)C | -37
COCCn1c(SCC(=O)Nc2nc(C)c(Cl)cc2Cl)nc2ccccc21 | -4
Cc1nnc(SCC(=O)Nc2ccc3c4c(cccc24)CC3)n1C | -12
O=C(CSc1nnc(-c2ccc(S(=O)(=O)N3CCCC3)cc2)o1)NCc1ccco1 | 4
CC1Cc2ccccc2N1C(=O)CSc1nnnn1-c1ccc2c(c1)OCCO2 (stereo unspecified) | 16
Cn1c(=O)cc(SCC(=O)N2CCCC2)c2cc(Cl)ccc21 | -58

Source: PubChem (The Scripps Research Institute Molecular Screening Center)
